Screening data as filed in PubChem.
CatG inh = cathepsin G (human) inhibition | AID 581 | 62,000 tested, 0.2% active | P08311 | purified enzyme, AMC-tetrapeptide fluorescence, pooled mixtures | inhibition, % at 5 µM (by protocol);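 active = inhibition above 20% in each of the two mixture wells holding the compound; inactive = inhibition of 20% or less in either well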;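 note: 0% = enzyme control without mixture and 100% = blank lacking enzyme; strong numbers were not always called active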
FXIa mix inh = inhibitors of human coagulation factor XIa, pooled mixtures. P03951. purified FXIa, fluorogenic substrate. inhibition, % at 5 µM. 62,000 tested, 0.19% active. AID 680;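 note: each value is inhibition by a whole ten-compound pool holding the compound; 0% = enzyme with no mixture and 100% = wells lacking enzyme; strong numbers were not always called active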
FXIIa mix inh = blocks human factor XIIa in pooled compound mixtures; inhibition, % at 5 µM; 62,000 tested, 0.2% active; purified FXIIa, fluorogenic substrate; AID 684;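 note: 0% = enzyme without compound and 100% = no enzyme blank; some results filed as inactive read as strong as hits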
Target sequence (P00748 20-372 limits assumed): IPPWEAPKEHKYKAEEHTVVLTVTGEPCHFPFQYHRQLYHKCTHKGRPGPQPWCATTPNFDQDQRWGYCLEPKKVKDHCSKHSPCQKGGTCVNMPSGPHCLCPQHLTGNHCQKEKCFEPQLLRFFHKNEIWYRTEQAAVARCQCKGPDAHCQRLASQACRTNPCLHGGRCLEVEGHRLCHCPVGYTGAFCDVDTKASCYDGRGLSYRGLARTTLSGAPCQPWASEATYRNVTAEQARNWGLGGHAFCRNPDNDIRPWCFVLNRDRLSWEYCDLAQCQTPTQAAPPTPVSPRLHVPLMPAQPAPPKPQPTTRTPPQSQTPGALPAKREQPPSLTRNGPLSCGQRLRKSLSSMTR
Target sequence (P00748 373-615 limits assumed): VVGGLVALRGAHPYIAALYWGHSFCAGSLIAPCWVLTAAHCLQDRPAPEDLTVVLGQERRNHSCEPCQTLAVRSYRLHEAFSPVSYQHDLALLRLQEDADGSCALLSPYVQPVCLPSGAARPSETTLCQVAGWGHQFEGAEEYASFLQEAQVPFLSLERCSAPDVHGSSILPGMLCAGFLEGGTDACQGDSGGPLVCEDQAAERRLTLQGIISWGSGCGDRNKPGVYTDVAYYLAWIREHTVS
CatL inh = inhibitors of human cathepsin L. P07711. purified cathepsin L, fluorogenic substrate, fluorescence. inhibition, %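 (tested at 10 µM)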. 58,000 tested, 0.17% active. AID 460; in the data active = inhibition above about 45%;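 note: 0% = enzyme with no compound and 100% = no enzyme blank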
Target sequence (P07711 114-288 limits assumed): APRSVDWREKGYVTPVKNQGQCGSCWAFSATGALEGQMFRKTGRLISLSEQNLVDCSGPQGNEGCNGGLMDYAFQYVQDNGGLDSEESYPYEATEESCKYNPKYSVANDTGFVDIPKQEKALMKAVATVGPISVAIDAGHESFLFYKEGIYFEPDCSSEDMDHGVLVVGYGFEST
Target sequence (P07711 292-333 limits assumed): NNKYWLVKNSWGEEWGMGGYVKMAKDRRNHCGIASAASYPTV
C1s inh = blocks human complement C1s protease activity; P09871; purified C1s, fluorogenic AMC substrate, pooled mixtures; mean inhibition % of two 10-compound mixtures (active compounds read high), % at 5 µM (by protocol); 62,000 tested, 0.16% active; AID 538;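 active = inhibition above 20% in each of the two 10-compound mixture wells holding the compound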;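 note: 0% = enzyme wells lacking compound mixture and 100% = no-enzyme blank wells; some compounds called inactive have numbers as strong as hits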
AP complement = alternative pathway complement inhibition, orthogonal assay; Human serum alternative complement pathway, LPS-coated ELISA, C3 deposition; tested in compound mixtures; inhibition, % at 5 µM; 62,000 tested, 0.08% active;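 active = inhibition above 30% in each of the two pooled mixtures holding the compound, so the lower value exceeds 30%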;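 note: 0% = serum in Mg-EGTA without compound and 100% = EDTA serum blank; some compounds past the cut are filed as inactive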
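Test system: human serum alternative complement pathway, C3 deposition on LPS-coated wells; also added: Plate-bound LPS; doses: 5 µM per compound in ten-compound mixtures; schedule: 1 h at 37 °C; detection: Anti-C3 ELISA, OD 450 nm; evaluation: percent inhibition of C3 deposition onto LPS; repeats: two pool placements per compound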
CatB mix inh = inhibitors of human cathepsin B in compound mixtures; inhibition, %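 (ten-compound pools at 5 µM per compound and 50 µM total)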; P07858; 62,000 tested, 0.06% active; Purified cathepsin B, AMC dipeptide fluorescence; in the data active = inhibition above about 22%, passing the limit was not always enough;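 note: 0% = enzyme without compound and 100% = no enzyme blank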
CatB inh = inhibitors of human cathepsin B; inhibition, %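 (tested at 10 µM)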; purified cathepsin B, fluorogenic substrate, fluorescence; 63,000 tested, 0.1% active; in the data active = inhibition above about 21%;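 note: 0% = enzyme with no compound and 100% = no enzyme blank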
CatS inh = blocks human cathepsin S protease activity; recombinant cathepsin S, AMC dipeptide fluorescence, pooled mixtures; P25774; 62,000 tested, 0.06% active; AID 501; inhibition, %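 (tested at 5 µM per compound within 10-compound mixtures)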; in the data active = inhibition above about 32%, passing the limit was not always enough;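 note: 0% = enzyme without compound and 100% = blank without enzyme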
The depositor's hits bear a star; . = no result given. Cut-off read from the data, not from the text of the source, unless noted: active = inhibition above about 20% (passing the limit was not always enough); inactive = the rest. Some of the compounds tested (hit frequency here may not be typical).

CatG inh	FXIa mix inh	FXIIa mix inh	CatL inh	C1s inh	AP complement	CatB mix inh	CatB inh	CatS inh	Structure
6	-1	-20	10	-2	13	1	3	2	CC12CC(NC(=O)N1CCc1ccccc1)c1cc(Cl)ccc1O2 (centres undefined)
5	-5	6	-5	0	10	0	-1	-5	COC(=O)c1ccc(N2CCOCC2)c(NC(=O)Nc2cccc(OC)c2)c1
5	-6	-8	9	4	3	0	11	-5	CCCCOc1ccccc1NC(=O)CC1SC(=NCC)N(CC)C1=O (centres undefined)
7	8	11	-12	13	23	3	-5	-1	CCn1c(=O)cc(SCC(=O)N2CCN(C(=O)c3ccco3)CC2)c2ccccc21
7	-2	2	9	-2	4	1	1	0	Cc1nc2ccccc2c2oc(C(=O)NC3CC3)cc12
-10	3	4	13	-48	-3	5	6	11	CCN(CC)c1cc(C)c2cc(NC(=O)CNC(C)=O)ccc2n1
12	13	-2	10	14	9	6	-1	16	COc1ccc(NCc2nnc(SCC(=O)Nc3cc(C)cc(C)c3)o2)cc1
10	6	7	24	1	-2	7	4	13	O=C(COC(=O)c1cccnc1)Nc1cccc(Cl)c1
-6	3	-1	6	0	1	4	5	11	CCOC(=O)CNC(=O)CSc1nnc(-c2ccccc2OC)n1CC
7	8	1	10	26	0	5	5	18	Cc1nc(C)c(-c2csc(NCc3ccccc3)n2)s1
16	11	6	-3	7	7	2	0	11	CCN(C(=O)c1ccc(C(C)(C)C)cc1)c1nnc(Cn2nnc3ccccc32)s1
2	10	3	0	2	-3	-1	-4	6	CCn1nc(C(=O)OCc2c(C)noc2C)c2ccccc2c1=O

(next part)
CatG inh	FXIa mix inh	FXIIa mix inh	CatL inh	C1s inh	AP complement	CatB mix inh	CatB inh	CatS inh	Structure
11	1	9	-1	-14	6	6	5	15	NC(=O)NC(Cc1ccccc1)C(=O)NCC1(N2CCCCC2)CCCCC1 (centres undefined)
-11	-37	-2	-13	-86	21	-21	3	-13	CCOc1ccc2c(c1)c1nnc(SCC(=O)N3CCCCC3C)nc1n2C (centres undefined)
9	4	11	-7	7	18	5	-1	-3	O=C(CSc1nncs1)NC(=O)NCc1ccccc1
-3	2	0	4	5	-1	3	3	6	CCOC(=O)C1=C(N)OC2=C(C(=O)CC(C)(C)C2)C1c1ccoc1 (centres undefined)
-1	3	-21	-4	-11	15	6	-4	-1	CC(C)OC(=O)CC(=O)CSc1nc2c(cc1C#N)CCC2
4	-3	8	22	-34	2	0	1	-5	Cc1cc(=O)c2c(C)nn(-c3ccccc3)c2[nH]1
1	3	4	-1	-20	12	3	-6	1	O=C(CSC1=NCCS1)N1CCCCCC1
-8	-3	-29	7	-69	10	-7	-1	4	CCc1nnc(NC(=O)CSc2nnc(CCc3nc4ccccc4[nH]3)n2C)s1
-2	-2	9	-1	5	9	3	-1	2	O=C(NCc1cccnc1)c1ccc(CS(=O)(=O)Cc2ccc(Cl)cc2)o1
9	2	6	18	-7	-10	1	2	7	CCOC(=O)c1ccc(S(=O)(=O)n2c(CN3CCCCC3)nc3ccccc32)cc1
-3	0	4	1	-6	3	3	0	-2	O=C(O)CCC(=O)c1ccc2c(c1)OCCCO2
-1	5	-1	8	-26	13	5	.	2	O=C(NCCCNC(=O)c1ccco1)c1ccco1

Part of the list above in order of length of the SMILES, high to low.
CatG inh	FXIa mix inh	FXIIa mix inh	CatL inh	C1s inh	AP complement	CatB mix inh	CatB inh	CatS inh	Structure
9	2	6	18	-7	-10	1	2	7	CCOC(=O)c1ccc(S(=O)(=O)n2c(CN3CCCCC3)nc3ccccc32)cc1
-3	2	0	4	5	-1	3	3	6	CCOC(=O)C1=C(N)OC2=C(C(=O)CC(C)(C)C2)C1c1ccoc1 (centres undefined)
1	3	4	-1	-20	12	3	-6	1	O=C(CSC1=NCCS1)N1CCCCCC1

(list continues)
CatG inh	FXIa mix inh	FXIIa mix inh	CatL inh	C1s inh	AP complement	CatB mix inh	CatB inh	CatS inh	Structure
4	-7	-11	-8	-37	4	-1	2	-4	O=C1Nc2ccccc2OC1CC(=O)N1CCN(c2cccc(C(F)(F)F)c2)CC1 (centres undefined)
-3	-1	8	-25	-17	2	2	1	-6	Cc1ccccc1CS(=O)(=O)CCC(=O)N1CCN(c2ccc(N3CCOCC3)nn2)CC1
7	3	-14	13	13	11	3	2	7	COCCn1c(C)cc(C(=O)CSc2nc(C)cc(C)c2C#N)c1C
-3	5	11	9	-9	12	0	2	5	CCn1c(CSc2nnc(-c3ccoc3C)n2C)nc2cc(S(=O)(=O)N(C)C)ccc21
11	5	-1	-4	16	17	5	2	0	CC(=O)Nc1ccc(C(=O)CSc2nnc3scc(-c4ccccc4)n23)cc1
9	6	2	33	9	1	3	4	-1	Nc1ccc(N2CCCCCC2)cc1
-10	-10	0	-6	-74	-8	-15	2	-33	O=C(NCc1ccccc1)c1c(F)c(F)c(F)c(F)c1F
6	-4	4	4	-22	18	3	2	-5	CCC(c1nnnn1Cc1ccccc1)N(Cc1ccco1)Cc1cc2cc(OC)ccc2[nH]c1=O (centres undefined)
-2	-2	3	-2	4	9	0	-1	-8	Cc1c(C(=O)N2CCCc3ccccc32)oc2ccc(S(=O)(=O)N3CCOCC3)cc12
6	-4	-14	9	-12	-3	0	1	-1	COC(=O)c1[nH]c2cc(OC)ccc2c1NC(=O)CCN1CCN(c2cccc(C)c2C)CC1
-4	-1	34	-11	-1	18	-4	-2	-7	CN(C)c1ccc(NC(=O)CN2CCC(C(=O)c3ccc(F)cc3)CC2)cc1
12	8	1	8	9	1	4	4	-3	Cc1ccc(-n2c3c(cc(C(=O)NC4CCSC4=O)c2=O)C(=O)CC(C)(C)C3)cc1 (centres undefined)

(more compounds)
CatG inh	FXIa mix inh	FXIIa mix inh	CatL inh	C1s inh	AP complement	CatB mix inh	CatB inh	CatS inh	Structure
24	37	7	0	13	-4	19	3	19	O=S(=O)(NCC1CCCO1)c1cc(Cl)ccc1Br (centres undefined)
25	28	7	-8	34	55	2	6	1	O=C(c1coc2ccccc2c1=O)N1CCN(c2cccc(C(F)(F)F)c2)CC1
-2	3	7	-3	-21	23	-2	-4	-8	Cc1ccc(-n2nnnc2SCc2nnc(-c3ccccc3Br)o2)c(C)c1
-2	10	2	4	0	5	4	-7	24	Cc1ccc(C)c(NC(=O)C2CC(O)CN2C(=O)OCc2ccccc2)c1 (centres undefined)
10	8	8	-5	10	12	5	8	-14	CS(=O)(=O)N(Cc1ccco1)CC(O)Cn1c2ccccc2c2ccccc21 (centres undefined)
8	10	-4	.	2	21	3	-2	-4	COc1ccc(NC(=O)CC2Oc3ccc(C)cc3NC2=O)cc1 (centres undefined)
7	-4	1	-2	1	8	2	0	-5	CN(C)c1nccc(Nc2ccccc2)c1C#N
7	12	5	2	8	20	-1	-1	2	CCN(CC)S(=O)(=O)c1cc(C(=O)Nc2ccncc2)ccc1Cl
13	7	-17	-5	17	16	6	-1	5	CCn1cnc2sc(C(=O)N3CCN(c4ccc(OC)cc4)CC3)c(C)c2c1=O
8	-2	-5	5	-24	6	4	3	7	COCCSc1nnc(NC(=O)CSCc2ccccc2)s1
5	6	-2	.	13	14	-2	.	2	CCCn1c(NCc2cccs2)nc2ccccc21
8	6	3	-5	13	18	2	1	-3	Cc1nc(SCC(=O)O)c2oc3ccccc3c2n1

The listing continues.
CatG inh	FXIa mix inh	FXIIa mix inh	CatL inh	C1s inh	AP complement	CatB mix inh	CatB inh	CatS inh	Structure
7	5	3	-10	-17	17	4	0	-7	COC(=O)C1=C(N)Oc2cc(C)n(Cc3cccnc3)c(=O)c2C1c1cccc(OC)c1OC (centres undefined)
-11	-2	-19	5	-12	-4	2	8	10	Cn1c(COc2ccc(Cl)cc2)nnc1SCC(=O)NC1CCCCC1
8	9	0	-2	16	8	3	1	5	O=C(NC1CCCC1)C(c1ccccc1F)N(C(=O)c1ccco1)C1CCCC1 (centres undefined)
5	8	18	-6	-6	8	-3	0	-10	Cc1cc(=O)[nH]c(SCC(=O)NCc2ccco2)n1
9	4	1	3	14	12	5	1	14	COC(=O)c1ccccc1NC(=O)Cn1cc2c(n1)CCC(C)C2 (centres undefined)
-2	6	12	.	-33	11	5	0	-3	COc1ccc2c3c(c(=O)oc2c1OCC(=O)C(C)(C)C)CCCC3

Of the compounds above, these contain a furan ring, fused or not.
CatG inh	FXIa mix inh	FXIIa mix inh	CatL inh	C1s inh	AP complement	CatB mix inh	CatB inh	CatS inh	Structure
7	8	11	-12	13	23	3	-5	-1	CCn1c(=O)cc(SCC(=O)N2CCN(C(=O)c3ccco3)CC2)c2ccccc21
7	-2	2	9	-2	4	1	1	0	Cc1nc2ccccc2c2oc(C(=O)NC3CC3)cc12
-3	2	0	4	5	-1	3	3	6	CCOC(=O)C1=C(N)OC2=C(C(=O)CC(C)(C)C2)C1c1ccoc1 (centres undefined)
-2	-2	9	-1	5	9	3	-1	2	O=C(NCc1cccnc1)c1ccc(CS(=O)(=O)Cc2ccc(Cl)cc2)o1
-1	5	-1	8	-26	13	5	.	2	O=C(NCCCNC(=O)c1ccco1)c1ccco1
-3	5	11	9	-9	12	0	2	5	CCn1c(CSc2nnc(-c3ccoc3C)n2C)nc2cc(S(=O)(=O)N(C)C)ccc21
6	-4	4	4	-22	18	3	2	-5	CCC(c1nnnn1Cc1ccccc1)N(Cc1ccco1)Cc1cc2cc(OC)ccc2[nH]c1=O (centres undefined)
-2	-2	3	-2	4	9	0	-1	-8	Cc1c(C(=O)N2CCCc3ccccc32)oc2ccc(S(=O)(=O)N3CCOCC3)cc12
10	8	8	-5	10	12	5	8	-14	CS(=O)(=O)N(Cc1ccco1)CC(O)Cn1c2ccccc2c2ccccc21 (centres undefined)
8	6	3	-5	13	18	2	1	-3	Cc1nc(SCC(=O)O)c2oc3ccccc3c2n1
8	9	0	-2	16	8	3	1	5	O=C(NC1CCCC1)C(c1ccccc1F)N(C(=O)c1ccco1)C1CCCC1 (centres undefined)
5	8	18	-6	-6	8	-3	0	-10	Cc1cc(=O)[nH]c(SCC(=O)NCc2ccco2)n1
